hcDAF12 agonist – H. contortus DAF-12 activation, primary screen; HEK293 hcDAF-12 lit1-tk-luc reporter, luminescence; 0% DMSO, 100% Δ7-dafachronic acid; activation, % at 6.8 µM; hit rate 1.4% among 370,000; AID 652067;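 active = activation above the mean of all tested compounds plus 3 SD, cut at about 5.5% in these data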;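 note: 100% = response to 3 µM Δ7-dafachronic acid high control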
PLC-beta3 inh – inhibitors of human phospholipase C beta3; Q01970; Purified PLC-beta3, fluorogenic substrate, fluorescence; inhibition, % at 12.2 µM; hit rate 0.18% among 370,000; in the data active = inhibition above about 11%;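 note: 0% = median of compound wells on plate and 100% = full blocker control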
DAX1 inh-1 – inhibits human nuclear receptor DAX1 | HEK293 Gal4-DAX1 luciferase reporter, luminescence | inhibition, % at 6.75 µM | P51843 | AID 504766 | hit rate 0.99% among 340,000;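 active = inhibition above the mean over all tested compounds plus 3 SD, cut at about 4.2% in these data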;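 note: 0% = DAX1-transfected cells with DMSO and 100% = empty-vector control cells with DMSO; inhibition shows as a rise in luminescence from relieved DAX1 repression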
sPLA2-III inh – Blocks human group III sPLA2 activity. Q9NZ20. inhibition, % at 12.2 µM. QFRET BODIPY PC-A2 liposome hydrolysis, fluorescence. AID 743126. hit rate 0.56% among 370,000;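 active = inhibition above mean plus 3 SD of compounds lying within the high and low control bounds, cut at about 19% in these data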;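 note: 0% = median of test compound wells and 100% = no enzyme DMSO wells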
ADAM10 inh – ADAM10 inhibition, QFRET primary screen; AID 720582; hit rate 0.62% among 370,000; inhibition, % at 7 µM; recombinant ADAM10, EDANS/DABCYL FRET peptide cleavage, 3 h;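 active = inhibition above a per-campaign cutoff equal to the mean of compounds falling between control-based bounds plus 3 SD, cut at about 20% in these data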;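 note: 0% = DMSO wells while the 100% control is not disclosed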
Target sequence (O14672 214-748 limits assumed): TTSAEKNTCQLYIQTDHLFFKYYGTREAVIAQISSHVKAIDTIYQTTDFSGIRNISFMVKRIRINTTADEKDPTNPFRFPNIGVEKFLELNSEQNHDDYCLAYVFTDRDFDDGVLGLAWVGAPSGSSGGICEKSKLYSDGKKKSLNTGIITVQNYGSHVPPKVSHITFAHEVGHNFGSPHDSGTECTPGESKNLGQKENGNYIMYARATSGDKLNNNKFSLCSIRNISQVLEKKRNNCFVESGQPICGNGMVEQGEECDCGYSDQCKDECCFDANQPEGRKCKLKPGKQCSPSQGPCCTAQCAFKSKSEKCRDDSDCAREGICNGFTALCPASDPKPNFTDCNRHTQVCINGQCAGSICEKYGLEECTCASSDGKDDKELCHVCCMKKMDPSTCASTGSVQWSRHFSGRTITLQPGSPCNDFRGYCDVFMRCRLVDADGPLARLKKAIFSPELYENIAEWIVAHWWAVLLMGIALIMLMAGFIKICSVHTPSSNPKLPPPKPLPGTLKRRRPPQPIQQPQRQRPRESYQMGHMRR
ADAM17 inh – inhibits human ADAM17; P78536; recombinant ADAM17, EDANS/DABCYL FRET peptide cleavage; inhibition, % at 6.95 µM; hit rate 0.83% among 370,000; AID 720648;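 active = inhibition above the mean of compounds lying between control limits plus 3 SD, set per campaign, cut at about 8.5% in these data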;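 note: 0% = DMSO-only wells as the low control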
Target sequence (P78536 215-824 limits assumed): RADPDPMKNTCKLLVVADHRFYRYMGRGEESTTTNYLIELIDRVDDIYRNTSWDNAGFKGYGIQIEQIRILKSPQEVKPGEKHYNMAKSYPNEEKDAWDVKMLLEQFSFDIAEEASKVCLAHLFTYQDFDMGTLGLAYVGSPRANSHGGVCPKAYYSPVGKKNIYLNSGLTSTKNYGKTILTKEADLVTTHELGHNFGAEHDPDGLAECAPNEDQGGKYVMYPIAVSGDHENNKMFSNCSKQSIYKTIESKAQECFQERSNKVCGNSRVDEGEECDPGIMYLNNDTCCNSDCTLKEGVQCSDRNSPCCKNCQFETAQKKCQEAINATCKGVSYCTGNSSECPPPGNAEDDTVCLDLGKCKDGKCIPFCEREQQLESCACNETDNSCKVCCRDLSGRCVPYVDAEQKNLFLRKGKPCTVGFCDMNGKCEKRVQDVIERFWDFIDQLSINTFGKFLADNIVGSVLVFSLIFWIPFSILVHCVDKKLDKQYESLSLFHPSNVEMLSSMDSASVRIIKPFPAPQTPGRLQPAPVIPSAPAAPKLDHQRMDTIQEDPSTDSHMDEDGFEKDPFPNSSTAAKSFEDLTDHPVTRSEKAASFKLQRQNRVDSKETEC
PLCg1 inh – PLC-gamma1 (human) inhibition, primary screen | purified PLC-gamma1, fluorogenic substrate, fluorescence | P19174 | hit rate 0.84% among 370,000 | inhibition, % at 12.2 µM; in the data active = inhibition above about 9.5%
DAX1 inh-2 – DAX1 (NR0B1) inhibition, primary screen | HEK293T StAR-luciferase reporter, SF-1/DAX-1 repression relief | AID 652010 | hit rate 1.1% among 370,000 | inhibition, % at 6.8 µM;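 active = inhibition above the mean over all tested compounds plus 3 SD, cut at about 3.6% in these data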;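 note: 0% = DAX-1 cells with DMSO and 100% = cells lacking DAX-1 with DMSO; higher inhibition means more luminescence from relief of DAX-1 repression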
FXN GAA850 act – frataxin GAA850 promoter activation | HEK293 lucGAA850 FXN promoter luciferase reporter, 24 h; percent of 10 µM SAHA response | activation, % at 6 µM | hit rate 0.56% among 360,000 | AID 540364;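 active = activation above the average of all compounds screened plus 3 SD, cutoff fixed separately per campaign, cut at about 7.5% in these data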;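 note: 0% = DMSO wells and 100% = 10 µM SAHA wells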
ssDAF-12 act – activators of S. stercoralis DAF-12 nuclear receptor; HEK293 ssDAF-12/GRIP1 lit1-tk-luc reporter, luminescence; % of 3 µM dafachronic acid response; activation, % at 6.8 µM; hit rate 1% among 370,000; AID 652126;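 active = activation above the mean over all tested compounds plus 3 SD, cut at about 0.9% in these data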;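 note: 0% = DMSO-only wells and 100% = 3 µM delta7-dafachronic acid wells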
hgDAF12 agonist – agonists of H. glycines DAF-12 nuclear receptor | HEK293 GAL4-hgDAF12 UAS-luciferase reporter, agonist luminescence; normalized to butyrate control | activation, % at 6.8 µM | hit rate 1.8% among 370,000 | AID 687014;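 active = activation above a cutoff set at the mean of all screened compounds plus 3 SD, cut at about 10% in these data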;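 note: 0% = DMSO wells and 100% = sodium butyrate wells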
* hit, by the source's call; i = inactive; nt = no result given. Rows are unselected. Share with any hit: about 6.9%.

Molecule | hcDAF12 agonist | PLC-beta3 inh | DAX1 inh-1 | sPLA2-III inh | ADAM10 inh | ADAM17 inh | PLCg1 inh | DAX1 inh-2 | FXN GAA850 act | ssDAF-12 act | hgDAF12 agonist
COc1ccc(NS(=O)(=O)c2cc3c4c(c2)CCN4C(=O)CC3)c(OC)c1 | -1.1 | -14 | 0.3 | 5 | -8 | -1 | 0 | -0.5 | -2.3 | -1.1 | 2.3
Cc1ccc(SCc2nnc(N)s2)cc1 | 0.4 | -1 | 0.2 | 0 | -5 | -2 | 0 | 0.2 | -0.4 | -0.8 | 1.1
COC(=O)c1cccc(NC(=O)CCNC(=O)c2ccco2)c1 | 1.0 | 0 | 1.3 | 3 | -7 | 4 | 3 | 0.6 | 3.5 | 0.1 | 0.4
CC(=O)c1ccccc1NC(=O)COC(=O)c1ccccc1NC(=O)c1ccccc1 | 4.4 | -8 | 1.4 | -1 | -1 | 0 | -9 | -0.2 | -0.3 | -0.6 | 1.2
COc1ccc(CCNC(=O)C(=O)NCC2OCCN2S(=O)(=O)c2ccc(OC)cc2)cc1 (centres undefined) | -0.1 | -2 | 0.6 | -12 | -1 | -1 | 0 | -6.3 | 0.8 | -1.4 | -9.8
C[C@@H]1CN([C@@H](C)CO)C(=O)CCCn2nncc2CO[C@@H]1CN(C)C(=O)Nc1ccc(-c2cccs2)cc1 | -1.3 | -28 | -0.1 | -11 | -16 | 0 | -20 | -0.6 | -0.8 | -1.0 | -0.1
Cc1cccc2[nH]c(SCC(=O)N3CCOCC3)nc12 | 0.2 | 1 | 0.6 | 2 | -1 | 3 | 3 | 0.8 | 2.2 | 0.7 | 0.9
Cc1cccc(C)c1Cn1c(C)c(C(=O)NCCC#N)sc1=O | 0.6 | 0 | nt | 0 | -11 | -1 | 0 | -0.9 | 1.5 | -1.6 | -3.7
CC(C)(C)S(=O)(=O)c1cnc2c(-c3ccc(Cl)cc3)cnn2c1N | -0.6 | -2 | 3.2 | 1 | -3 | 0 | -4 | 0.1 | -1.6 | -1.1 | 2.9
O=C(NCC1CCCO1)c1ccc(CS(=O)(=O)Cc2ccc(F)cc2)o1 (centres undefined) | 0.1 | -5 | 0.9 | 4 | -2 | -3 | 2 | -0.2 | 0.2 | -0.9 | -0.7
CCc1cccc(CC)c1NC(=O)c1ccccc1 | -1.9 | 0 | -0.5 | 6 | 7 | -4 | -2 | 0.2 | -1.4 | -1.3 | -0.8
CC(=O)c1ccc(S(=O)(=O)Nc2ccc(N3CCOCC3)cc2)cc1 | -2.9 | -4 | -0.2 | -1 | 1 | 0 | 1 | -0.1 | -0.6 | -1.2 | -2.2
CCCCSc1nc(N)c(NC(=O)c2ccco2)c(=O)[nH]1 | 0.4 | 2 | 3.2 | -1 | -1 | -1 | -2 | -1.0 | 1.6 | -1.1 | -1.3
CCN1CCN(C(c2ccc(OC)c(OC)c2)c2nnnn2C(C)(C)C)CC1 (centres undefined) | 1.6 | 5 | 0.9 | 1 | 4 | -2 | 0 | 0.0 | 0.2 | -0.7 | -1.1
N#CCCN(C(=O)CSc1nc(-c2ccccc2)cn1N)c1ccc(F)cc1 | -1.4 | -11 | 0.8 | -4 | -5 | -3 | -8 | -0.3 | 1.2 | -0.8 | -1.5
COC(=O)Nc1nc2c(C)cccc2s1 | 4.3 | 2 | 0.4 | 1 | -2 | -3 | 0 | -0.3 | 4.7 | -0.4 | 3.4
CC1CCCCC1NC(=O)CN1C(=O)COc2ccccc21 (centres undefined) | 0.7 | -4 | -0.6 | 1 | -2 | -1 | 3 | -0.3 | 3.6 | -0.8 | -0.4
CCNc1ccc(C(=O)NN=C2CCCC2)cc1[N+](=O)[O-] | -1.6 | -1 | -3.9 | -5 | 1 | 4 | 2 | -2.8 | -3.6 | -2.0 | 0.3
Cc1[nH]n(-c2ccccc2)c(=O)c1/C=N\NC(=O)C1COc2ccccc2O1 (centres undefined) | 2.2 | -2 | -1.1 | -5 | 8 | 3 | -5 | -0.2 | 2.1 | 0.0 | 7.5
CCOC(=O)C1CCN(C(=O)c2ccc3c(SCC(=O)O)c4c(nc3c2)CCCC4)CC1 | -0.3 | -5 | -0.3 | -5 | -13 | -2 | -3 | 0.2 | 0.7 | -0.6 | 3.4
S=c1[nH]nc(-c2ccc3ccccc3n2)n1-c1ccc2c(c1)OCCO2 | 0.0 | -60 | -0.2 | 12 | -6 | 0 | -38 | 0.2 | 3.5 | -1.5 | -0.4
COCCn1nnnc1C(C(C)C)N(Cc1ccccc1)Cc1cc2cc(OC)ccc2[nH]c1=O (centres undefined) | -3.3 | -10 | 1.2 | -11 | -27 | -4 | -3 | -1.1 | 0.7 | -1.3 | -4.5
CCC(C(=O)OC)(C(=O)OC)c1ccc([N+](=O)[O-])cc1 | -2.0 | -8 | -0.3 | 0 | 4 | -4 | 2 | 0.9 | 1.7 | -1.5 | -0.4
COc1ccc(CN2CCC[C@]3(N[C@H](c4ccccc4)[C@@H]4C(=O)N(Cc5ccccc5)C(=O)[C@@H]43)C2=O)cc1 | -1.3 | 1 | -0.5 | -9 | -3 | -4 | 3 | -1.2 | -5.0 | -0.9 | -1.1
COc1ccc(OC)c(NC(=O)CSc2nc3c(c(=O)n(C)c(=O)n3C)n2C)c1 | 0.6 | 5 | -0.4 | -6 | 1 | 0 | 5 | -1.1 | -0.2 | -0.8 | 1.7
O=C(NC1CCCc2c1cnn2-c1cc(F)cc(F)c1)c1ccccn1 (centres undefined) | -0.4 | -5 | 1.5 | 0 | 3 | -2 | 1 | -0.8 | 1.4 | -0.7 | 1.8
Cc1ccc(-c2n[nH]c(=S)n2-c2ccccc2)cc1 | -2.3 | -1 | 1.6 | 13 | -8 | -5 | -2 | 0.6 | -0.5 | -0.4 | -1.8
COc1ccc2c(C)cc(SCC(=O)Nc3ccc(Cl)cn3)nc2c1 | 5.5 | -5 | 1.1 | -6 | -6 | -4 | -3 | 0.0 | -1.0 | -0.3 | 5.7
CCOC(=O)N1CCN(S(=O)(=O)c2ccc(C)cc2)CC1 | -0.8 | -3 | 0.9 | 7 | 6 | -1 | -4 | 0.0 | -0.8 | -1.3 | 1.9
O=C(NCCO)/C(=C\c1ccco1)NC(=O)c1ccco1 | -2.2 | -14 | 0.8 | -3 | -6 | -4 | -7 | -0.3 | 0.2 | -0.5 | -0.9

Later entries:
Molecule | hcDAF12 agonist | PLC-beta3 inh | DAX1 inh-1 | sPLA2-III inh | ADAM10 inh | ADAM17 inh | PLCg1 inh | DAX1 inh-2 | FXN GAA850 act | ssDAF-12 act | hgDAF12 agonist
Cc1nn(-c2ccccc2)c2sc(C(=O)N3CCOCC3)cc12 | 6.5* | 7 | 2.1 | 2 | 10 | -2 | 1 | 1.8 | 0.9 | 1.3* | 9.3
CCc1nnc(NC(=O)c2sc3nc4c(cc3c2N)CCCCC4)s1 | 6.7* | i | 3.0 | 1 | -467 | -112 | i | 5.0* | 4.7 | -0.4 | 16*
CC[C@@H](C)[C@@H](C(=O)N1CCN(C(=O)OC(C)(C)C)CC1)n1cc(CCC(=O)O)nn1 | 1.8 | 0 | 1.0 | 3 | -3 | -2 | 3 | 0.5 | 1.2 | -1.0 | 2.0
COC(=O)c1ccc(CNC(=O)c2cc(S(=O)(=O)NCc3ccccc3)ccc2C)cc1 | -0.4 | 1 | -0.2 | -26 | 3 | 2 | 0 | -1.0 | -0.6 | -1.3 | 2.7
CC(C)CC1NC(=O)c2ccccc2-n2c1nc1ccc(F)cc1c2=O (centres undefined) | -1.4 | 5 | nt | 8 | 7 | -2 | -1 | 0.4 | nt | -1.6 | 0.5
Cc1cc(NC(=O)c2ccc(-c3ccccc3F)o2)no1 | 1.7 | -8 | 0.9 | -6 | -7 | -4 | 1 | 1.9 | 5.3 | -0.7 | 9.8
CN(CC(=O)Nc1ccccc1Cl)C(=O)COC(=O)c1ccc(C(F)(F)F)cc1 | -0.9 | -10 | 1.0 | -3 | -7 | 2 | -2 | -1.1 | 1.4 | -0.8 | -0.5
Cc1ccc(C)c(OCC(=O)Nc2ccc3c(c2)OCO3)c1C | -0.8 | -1 | 0.4 | -5 | 20* | 7 | 12* | 0.2 | -0.8 | -0.9 | 3.4
Cn1c(-c2ccc(F)cc2)cnc1SCC(=O)Nc1ccccc1N1CCOCC1 | 1.2 | 2 | 1.1 | 6 | -2 | 0 | -1 | 0.5 | 0.6 | -0.8 | 3.0
COc1cccc(NC(=O)C2CCC(CNS(=O)(=O)c3cccc4cccnc34)CC2)c1 (centres undefined) | -2.1 | -1 | -1.9 | -17 | 2 | 0 | -1 | -0.3 | 0.9 | -0.9 | -0.1
COCCCn1c(=O)c2sccc2n(Cc2ccccc2C)c1=O | -2.5 | -3 | 0.0 | 2 | -8 | -6 | 0 | -0.1 | 1.0 | -1.6 | -1.9
CCOC(=O)C1CCN(C(=O)C(C)(C)NC(=O)Nc2ccc(F)c(F)c2)CC1 | -0.5 | 7 | nt | 1 | 6 | 0 | 6 | nt | nt | -1.1 | -0.3
Clc1ccc(-c2nc(-c3ccccn3)no2)cc1Cl | 3.8 | 3 | 2.4 | -2 | 9 | 2 | 3 | 3.6* | 6.6 | 0.4 | 12*
Cc1cc(C)c(S(=O)(=O)NCC(=O)O)cc1C | 0.4 | 3 | -0.2 | -1 | 5 | -3 | 2 | -0.5 | 2.1 | -1.7 | -2.0
COC(=O)[C@]12C[C@H](CC(=O)N3CCCC3)C(=O)N(Cc3ccc4c(c3)OCO4)C1=C[C@H](COCc1ccccc1)O[C@@H]2C | -1.7 | 2 | nt | 6 | -9 | -5 | 0 | 0.0 | nt | -1.3 | -1.9
O=C(C(=O)N1CCN(C(=O)c2cc(C(F)(F)F)cc(C(F)(F)F)c2)CC1)c1cccc(C(F)(F)F)c1 | -0.6 | 2 | nt | 2 | -8 | -4 | -1 | -0.3 | nt | -1.5 | 0.4
CC(C)(CO)NCc1cc(Br)ccc1OCc1ccccc1 | -0.4 | 2 | -0.2 | 1 | 6 | -4 | -1 | 0.1 | -3.0 | -2.0 | 3.0
CCOC(=O)c1[nH]c2ccc(OC)cc2c1NC(=O)c1ccccc1C(=O)O | 2.3 | -27 | 4.3* | 1 | -10 | -9 | -13 | 1.0 | 8.0* | -0.4 | 4.7
CC(=O)NC(Cc1ccccc1)C(=O)NC1CCN(C(=O)c2cnccn2)CC1 (centres undefined) | -1.3 | 0 | -0.9 | 5 | 0 | -3 | -2 | -0.8 | -1.6 | -1.2 | -1.7

Profiles, quoted from the list:
Cc1cc(C)c(S(=O)(=O)NCC(=O)O)cc1C in the list: hcDAF12 agonist = 0.4; PLC-beta3 inh = 3; DAX1 inh-1 = -0.2; sPLA2-III inh = -1; ADAM10 inh = 5; ADAM17 inh = -3; PLCg1 inh = 2; DAX1 inh-2 = -0.5; FXN GAA850 act = 2.1; ssDAF-12 act = -1.7; hgDAF12 agonist = -2.0
CCOC(=O)c1[nH]c2ccc(OC)cc2c1NC(=O)c1ccccc1C(=O)O in the list: hcDAF12 agonist = 2.3; PLC-beta3 inh = -27; DAX1 inh-1 = 4.3*; sPLA2-III inh = 1; ADAM10 inh = -10; ADAM17 inh = -9; PLCg1 inh = -13; DAX1 inh-2 = 1.0; FXN GAA850 act = 8.0*; ssDAF-12 act = -0.4; hgDAF12 agonist = 4.7
